Screening data from PubChem BioAssay.
HT1080 IDH1KD tx: qHTS for induction of synthetic lethality in tumor cells producing 2HG: qHTS for the HT-1080-IDH1KD cell line; HT-1080 IDH1 knockdown viability, ATP luminescence, 48 h; Potency, µM (series often up to 46.1 µM), for inactives: at the top dose activity, negative = toxicity, usual class: cytotoxic; 360,000 tested, 2% active; AID 686971, 2013;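 further: potency means the concentration at half of the fitted maximal effect; 0% = DMSO wells and -100% = cell-free medium wells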
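Viability of IDH1-knockdown HT-1080 fibrosarcoma cells was assessed by CellTiter-Glo after 48 h at 37 °C with titrated compound; concentration-effect curves were classified by fit quality and response size.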
DRD3 antagonist: qHTS of D3 Dopamine Receptor Antagonist: qHTS. D3R cells, DiscoveRx beta-arrestin luminescence, antagonist mode; stronger effect = lower value. max response, negative = inhibition, %. 360,000 tested, 2.5% active. AID 652054, 2013; in the data active means max response below about -50%; inconclusive means no clear call, values can overlap the other calls; further: on the % scale 0 is the no-effect control and ±100 the full control effect; mostly tested at two doses, the higher about 12 µM
Target sequence (P35462 whole entry, looked up): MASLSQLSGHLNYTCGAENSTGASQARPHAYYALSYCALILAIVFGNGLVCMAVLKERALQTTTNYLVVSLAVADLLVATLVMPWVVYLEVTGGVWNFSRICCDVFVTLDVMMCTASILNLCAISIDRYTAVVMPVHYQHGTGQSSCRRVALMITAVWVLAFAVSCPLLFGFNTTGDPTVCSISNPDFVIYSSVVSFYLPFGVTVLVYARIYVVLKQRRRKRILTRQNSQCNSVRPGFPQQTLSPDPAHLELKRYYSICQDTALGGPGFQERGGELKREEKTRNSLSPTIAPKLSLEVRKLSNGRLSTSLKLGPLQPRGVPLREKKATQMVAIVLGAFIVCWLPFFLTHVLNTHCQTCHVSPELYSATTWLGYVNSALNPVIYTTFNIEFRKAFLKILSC
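Cells plated overnight at 1500 cells/well, then exposed to library compounds with dopamine controls for 90 minutes at 37 degrees C. DiscoveRx reagent added for 30–60 minutes at room temperature; luminescence read, quantitative HTS format.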
GLP-1R agonist: qHTS of GLP-1 Receptor Agonists. 380,000 tested, 0.007% active. AID 624172, 2012. HEK293 GLP-1R CRE-luciferase, luminescence, 4-6 h; cells express a hypersensitive GLP-1R form. Potency, µM (top dose mostly 45.6 µM), without a hit: top-dose activation, actives largely listed as activators. Glucagon-like peptide 1 receptor (Homo sapiens), P43220; further: potency means the concentration at half of the fitted maximal effect; % of control where 0% means no effect
Target sequence (P43220 whole entry, looked up): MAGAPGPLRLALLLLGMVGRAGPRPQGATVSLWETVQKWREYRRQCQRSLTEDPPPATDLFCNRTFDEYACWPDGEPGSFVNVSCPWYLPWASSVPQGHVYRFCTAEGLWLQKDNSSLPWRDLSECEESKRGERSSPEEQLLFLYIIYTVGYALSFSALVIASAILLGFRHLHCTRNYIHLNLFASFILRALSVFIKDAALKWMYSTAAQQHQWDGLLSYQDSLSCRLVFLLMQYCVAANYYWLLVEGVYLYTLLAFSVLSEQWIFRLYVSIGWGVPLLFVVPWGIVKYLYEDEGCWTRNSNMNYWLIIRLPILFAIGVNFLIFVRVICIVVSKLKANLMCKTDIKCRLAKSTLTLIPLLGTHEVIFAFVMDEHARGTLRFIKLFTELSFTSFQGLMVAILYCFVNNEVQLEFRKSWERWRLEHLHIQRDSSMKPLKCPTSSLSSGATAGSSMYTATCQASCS
DRD3 agonist: qHTS of D3 Dopamine Receptor Agonist: qHTS; D(3) dopamine receptor (Homo sapiens), P35462; D3R DiscoveRx beta-arrestin cells, luminescence, 90 min; max activation, %; 410,000 tested, 0.58% active; in the data active means max activation above about 30%; further: 0% is about no effect; mostly tested at two doses, the higher about 12 µM
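Agonist mode: compounds and dopamine controls were applied to plated cells for 90 min at 37 degrees C after an overnight attachment at 1500 cells/well. Luminescent read-out followed 30 - 60 minutes at room temperature with DiscoveRx detection reagent.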
SW480 rerep: A quantitative high throughput screen for small molecules that induce DNA re-replication in SW480 colon adenocarcinoma cells. SW480 DNA re-replication, Hoechst DNA content imaging, 48 h. Potency, µM (highest dose often 46.1 µM), for the others: at the highest dose re-replication activation, actives largely listed as activators. 340,000 tested, 1.8% active; further: potency means the concentration at half of the fitted maximal effect; % of control where 0% means no effect; nearly all actives have a fitted effect of over 55% in size
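Image-based DNA-content assay: after two days of treatment, nuclei were labelled with the DNA dye Hoechst and imaged, and hits were compounds raising the count of nuclei showing high fluorescence intensity.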
KB-3-1 tox: qHTS assay for MDR1-selective chemotherapeutics: Primary screen using the parental adenocarcinoma cell KB-3-1 | KB-3-1 viability, CellTiter-Glo ATP luminescence, 72 h | Potency, µM (doses to about 46.1 µM), without a hit: at the highest dose activity change, negative = cytotoxic, most hits filed as cytotoxic | 400,000 tested, 1.4% active; further: potency means the concentration at half of the fitted maximal effect; on the % scale 0 is the no-effect control and ±100 the full control effect; nearly all actives have a fitted effect of over 60% in size
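Screening of KB-3-1 cells (DMEM, 10% FBS, phenol-red free) ran from lowest to highest compound concentration; after 72 h at 37 °C viability was read luminescently and curves fitted.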
KB-V1 MDR tox: qHTS assay for MDR1-selective chemotherapeutics: Primary screen using the drug-selected MDR subline cells KB-V1. KB-V1 MDR cells viability, CellTiter-Glo, 72 h. Potency, µM (highest dose often 46.1 µM), inactives show top-dose activity change, negative = cytotoxicity, actives largely listed as cytotoxic. 400,000 tested, 3.4% active. AID 1347076, 2019; further: potency means the concentration at half of the fitted maximal effect; on the % scale 0 is the no-effect control and ±100 the full control effect; nearly all actives have a fitted effect of over 60% in size
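Cytotoxicity via CellTiter-Glo luminescence after 72 h compound exposure at 37 degrees C. Cells: drug-selected KB-V1 line, DMEM phenol-red free plus 10% FBS. Compounds tested at multiple concentrations; normalized data fitted to concentration-effect curves.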
IL-1B inflam inh: qHTS for Inhibitors of Inflammasome Signaling: IL-1-beta AlphaLISA Primary Screen; THP-1 LPS/ATP IL-1B secretion, AlphaLISA, 16 h; stronger effect = lower value; activity change, % at 57.5 µM; 360,000 tested, 4.7% active; AID 743279, 2014; in the data active means activity change below about -50%; inconclusive means mostly about -30% to -49%; further: on the % scale 0 is the no-effect control and ±100 the full control effect
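Secreted IL-1B measured by AlphaLISA bead assay after 16 h compound exposure of THP-1 cells; compounds (final up to 57.5 uM) added 1 h before LPS (250 ng/mL) and ATP (1.25 mM) stimulation; lower signal means less secretion.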
HT1080NT lethal: qHTS for induction of synthetic lethality in tumor cells producing 2HG: qHTS for the HT-1080-NT fibrosarcoma cell line | AID 686970, 2013 | HT-1080-NT fibrosarcoma viability, CellTiter-Glo ATP luminescence, 48 h | Potency, µM (top dose mostly 46.1 µM), inactives show at the highest dose activity, negative = less viability, actives largely listed as cytotoxic | 360,000 tested, 1.6% active;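 further: NT is the 2HG producing partner of a matched IDH1 knockdown line; potency means the concentration at half of the fitted maximal effect; 0% = DMSO-treated cells and -100% = media-only wells without cells; nearly all actives have a fitted effect of over 55% in size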
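Viability of the 2HG-overproducing fibrosarcoma line after 48 hours of compound exposure at 37 degrees C was determined by luminescence with CellTiter-Glo, and concentration-effect curves were then fitted and categorized.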
* marks the source's active call; other numbers are inactive results; i = inactive; ? = inconclusive; / = no result given; [ ] = dose if it differs, or a comment. Unless noted, the call rests on the fitted dose curve; in most records, active means well fitted curve in the direction sought with a large enough effect; inconclusive means small, poorly fitted or top-dose-only effect, or another doubt; inactive means no such curve, though single readings can be large; an effect the other way counts as inactive or inconclusive.

No.	SMILES	HT1080 IDH1KD tx	DRD3 antagonist	GLP-1R agonist	DRD3 agonist	SW480 rerep
1	COc1ccc(CCC(=O)Nc2cccc(Cl)c2)cc1	13%	-5	22%	6	-3%
2	C/C(=N\N=C1/NC(=O)C(C)S1)c1ccc([N+](=O)[O-])cc1 (stereo not drawn)	-2%	-16	13%	-5	-5%
3	CCCCC(c1nc2ccccc2[nH]1)n1c(=O)c(-c2ccccc2)nc2cc(C)c(C)cc21 (stereo not drawn)	-3%	-10	0%	-2	/
4	CC(=O)c1cc(F)ccc1OCC(=O)N1CCCc2ccccc21	10%	-5	12%	6	-4%
5	OC[C@@H]1CN(CCN2CCOCC2)C[C@H](n2cnc3c(NCc4ccco4)ncnc32)O1	13%	4	-2%	5	/
6	Cc1ccc(C(=O)N2CCCCC2C(=O)O)o1 (stereo not drawn)	7%	3	0%	0	2%
7	CCOC(=O)Cc1csc(SCC(=O)NC2CCCC(C)C2C)n1 (stereo not drawn)	1%	-13	-2%	2	-4%
8	Clc1ccccc1C1=Nn2c(nnc2-c2ccco2)SC1	-7%	4	15%	5	1%
9	O=C(OCC(=O)c1ccc(Cl)s1)c1cncc(Br)c1	2%	18	2%	0	-3%
10	CC(C)CC(NC(=O)c1cccs1)c1nnc(SCc2ccc(Cl)c(Cl)c2)n1C (stereo not drawn)	-34%	-16	-5%	-3	12%

No.	KB-3-1 tox	KB-V1 MDR tox	IL-1B inflam inh	HT1080NT lethal
1	12%	-4%	12	12%
2	12%	?	0	-1%
3	-21%	?	-14	0%
4	2%	?	11	11%
5	0%	0%	0	22%
6	0%	3%	11	10%
7	6%	-16%	38	9%
8	2%	?	/	9%
9	-1%	3%	14	6%
10	?	?	?	-21%

Next section:
No.	SMILES	HT1080 IDH1KD tx	DRD3 antagonist	GLP-1R agonist	DRD3 agonist	SW480 rerep
11	CSc1ccc(C(=O)C2CCCN(S(=O)(=O)N(C)C)C2)cc1 (stereo not drawn)	-7%	9	9%	-9	-2%
12	Cc1ccc(NC(=O)C(c2ccccc2)N2CCN(C(=O)c3ccco3)CC2)cc1Cl (stereo not drawn)	-10%	18	-2%	-1	10%
13	CC(=O)c1sc(-c2ccc(Cl)cc2)cc1N	6%	0	-7%	0	17%
14	S=C(Nc1ccccc1)N1CCOCCOCCN(C(=S)Nc2ccccc2)CCOCCOCC1	-2%	-15	1%	-12	-3%
15	CC1CCCC(NC(=O)CN2C(=O)NC(C)(c3cc(F)ccc3F)C2=O)C1C (stereo not drawn)	-1%	2	8%	3	-5%
16	CC(C)Cn1c(-c2ccccc2)nc(=S)c2c1CCCC2	15%	-16	9%	6	1%
17	C[C@@H](C(=O)NCCc1ccccc1F)N1C(=O)N2CCc3c([nH]c4ccccc34)[C@@]2(C)C1=O	-17%	-5	3%	-16	-5%
18	COc1ccccc1CN1C[C@@H]2C[C@@H](C3=Cc4cccc(OC)c4OC3)N3CCC[C@@]23C1=O	-25%	-4	11%	-1	6%
19	O=C(COC(=O)Cc1ccsc1)Nc1cccc(F)c1	6%	-18	1%	5	?
20	CC(=O)/C(=N\Nc1ccccc1)Sc1nncn1C	6%	6	-6%	4	-7%

No.	KB-3-1 tox	KB-V1 MDR tox	IL-1B inflam inh	HT1080NT lethal
11	?	21µM*	-6	-6%
12	-12%	-17%	-1	-2%
13	0%	?	-27	2%
14	-12%	9%	-7	-5%
15	5%	-3%	-11	9%
16	-11%	-6%	9	12%
17	-2%	4%	-10	-16%
18	-2%	-22%	-17	-8%
19	12%	?	25	-7%[9.24 µM]
20	6%	0%	21	-4%

The listing continues:
No.	SMILES	HT1080 IDH1KD tx	DRD3 antagonist	GLP-1R agonist	DRD3 agonist	SW480 rerep
21	CCOC(=O)CC(=O)Nc1ccc(C(=O)OCC)cc1	8%	-11	3%	5	-1%
22	CSc1nc(-c2ccccc2)c2cc(Cl)ccc2n1	11%	24	6%	2	-47%[inhibitor]
23	O=C(COC(=O)Cc1ccc(Cl)cc1Cl)NCc1ccco1	-5%	4	0%	-8	/
24	CN(CC12CC3CC(CC(C3)C1)C2)C(=O)c1ccco1	-11%	-16	7%	-19	?
25	O=C(NC(=S)Nc1cccc(CO)c1)c1ccc(-c2ccccc2)cc1	-20%	-12	11%	-2	3%
26	COc1cccc(C(=O)NNC(=O)CCc2ccccc2)c1	-2%	-7	5%	-3	8%
27	CC1(/[N+]([O-])=C/c2ccc(Cl)cc2Cl)CCCCC1=O (stereo not drawn)	8%	0	9%	5	4%
28	O=C1N=C(N2CCN(c3ccccc3)CC2)SC1Cc1ccccc1 (stereo not drawn)	-4%	7	-9%	-2	-3%
29	CC1(Cc2ccc(S(C)(=O)=O)cc2)C(=O)Nc2ccc(Cl)cc21 (stereo not drawn)	16%	0	1%	7	/
30	COc1cc(OC)cc(C(=O)NC(=S)Nc2ccc3oc(=O)ccc3c2)c1	7%	7	3%	-7	5%

No.	KB-3-1 tox	KB-V1 MDR tox	IL-1B inflam inh	HT1080NT lethal
21	19%	6%	8	7%
22	2%	5%	21	0%
23	-9%	13%	1	0%
24	-7%	?	22	2%
25	0%	-21%	-10	-22%
26	-2%	-3%	0	-4%
27	0%	-4%	-6	6%
28	-20%	16µM*	4	-1%
29	0%	-3%	-16	1%
30	-5%	-9%	0	3%

(list continues)
No.	SMILES	HT1080 IDH1KD tx	DRD3 antagonist	GLP-1R agonist	DRD3 agonist	SW480 rerep
31	CC(=O)Nc1ccc(C(=O)OCC(=O)NC(=O)NC(C)(C)C)cc1	-2%	7	1%	-1	-2%[9.22 µM]
32	O=C(N/N=C/c1c[nH]c2ccccc12)C1CC1(c1ccccc1)c1ccccc1 (stereo not drawn)	?	8	-30%[inhibitor]	-4	11%
33	COC(=O)c1cccc(NC(=O)c2ccc3c(c2)C(=O)N(Cc2cccnc2)C3=O)c1	18%	36	-2%	15	-11%
34	CCOc1ccc(/C=C2\SC(=S)N(CCC(=O)Nc3ccccc3C(=O)O)C2=O)cc1	16%	1	15%	14	-3%
35	O=C(Cn1cc(S(=O)(=O)Cc2ccc([N+](=O)[O-])cc2)c2ccccc21)N1CCOCC1	-2%	13	-10%	3	5%
36	COC(C/C=C/C(=O)COCc1ccccc1)OC	-20%	-2	-6%	10	?
37	CC(C)[C@H](NC(=O)c1ccccc1)C(=O)OCC(=O)c1ccc2c(c1)NC(=O)CO2	-16%	-17	33%	5	11%
38	COc1ccc(Cc2nc3ccc(C(=O)N4CCCC4)cc3o2)cc1OC	-9%	9	7%	19	2%
39	O=c1/c(=C\c2cccc(O)c2)sc2nc(-c3ccccc3)c(-c3ccccc3)n12	23%	2	-1%	-14	-6%
40	COc1ccc(OC)c(NC(=O)C2CCC(CNc3c(N4CCC(C)CC4)c(=O)c3=O)CC2)c1 (stereo not drawn)	-4%	-3	-1%	-1	-3%

No.	KB-3-1 tox	KB-V1 MDR tox	IL-1B inflam inh	HT1080NT lethal
31	7%	-5%	-9	1%
32	?	?	?	?
33	3%	29%	20	13%
34	4%	?	27	1%
35	17%	4%	i	1%
36	-16%	-9%	-87*	-23%
37	?	-2%	0	11%
38	-29%	-20%	0	2%
39	0%	1%	-75*	?
40	-4%	15%	-16	-16%

(list continues)
No.	SMILES	HT1080 IDH1KD tx	DRD3 antagonist	GLP-1R agonist	DRD3 agonist	SW480 rerep
41	NS(=O)(=O)c1ccc(NC(=S)NCc2ccc(F)cc2)cc1	4%	-2	13%	-4	-2%
42	COc1ccc(-c2noc(-c3ccco3)n2)cc1OC	-2%	2	6%	-14	-2%
43	O=C(Nc1ccccc1Cl)C1CCN(Cc2cnn(-c3ccccc3)c2-n2cccc2)CC1	?	-80*	3%	3	13%
44	CN(CC(=O)Nc1c(Cl)cccc1Cl)C(=O)C1CCN(C(=O)Nc2ccccc2)CC1	0%	1	-10%	5	-3%
45	CCOC(=O)N1C(=O)[C@@](CC)(c2ccccc2)N1C(=O)OCC	2%	?	0%	-5	?
46	Cn1nc(C(F)(F)F)cc1C(=O)NC1CCCCCC1	13%	32	-14%	40*	-2%
47	CCOc1ccc(-c2nc(CSCC(=O)NC3CCN(Cc4ccccc4)CC3)c(C)o2)cc1	?	-117*	8%	-5	/

No.	KB-3-1 tox	KB-V1 MDR tox	IL-1B inflam inh	HT1080NT lethal
41	-1%	11%	31	2%
42	-2%	-17%	-20	0%
43	18µM*	23µM*	-22	-25%
44	0%	18%	-9	3%
45	1%	-10%	/	-6%
46	1%	17%	-2	23%
47	0%	?	-21	-28%

Some of the entries above in another layout:
item	SMILES	HT1080 IDH1KD tx	DRD3 antagonist	GLP-1R agonist	DRD3 agonist	SW480 rerep	KB-3-1 tox	KB-V1 MDR tox	IL-1B inflam inh	HT1080NT lethal
44	CN(CC(=O)Nc1c(Cl)cccc1Cl)C(=O)C1CCN(C(=O)Nc2ccccc2)CC1	0%	1	-10%	5	-3%	0%	18%	-9	3%
43	O=C(Nc1ccccc1Cl)C1CCN(Cc2cnn(-c3ccccc3)c2-n2cccc2)CC1	?	-80*	3%	3	13%	18µM*	23µM*	-22	-25%
41	NS(=O)(=O)c1ccc(NC(=S)NCc2ccc(F)cc2)cc1	4%	-2	13%	-4	-2%	-1%	11%	31	2%
47	CCOc1ccc(-c2nc(CSCC(=O)NC3CCN(Cc4ccccc4)CC3)c(C)o2)cc1	?	-117*	8%	-5	/	0%	?	-21	-28%

No enrichment for hits; any-hit rate near 12%.
